Screening results (PubChem)
TNAP inh noacc: human TNAP enzyme inhibitors, primary screen, biochemical, luminescent, no phosphate acceptor, uHTS | Alkaline phosphatase, tissue-nonspecific isozyme (Homo sapiens), P05186 | purified TNAP, CDP-star luminescence, 30 min | inhibition, % at 20 µM | 200,000 compounds, 0.26% hits | AID 1012, 2008;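 active = tissue-nonspecific alkaline phosphatase inhibition above about 50% at 20 µM in the single-dose screen, limit read from the data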;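 also: 0% = DMSO negative control and 100% = EDTA positive control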
Target sequence (P05186 whole entry, looked up): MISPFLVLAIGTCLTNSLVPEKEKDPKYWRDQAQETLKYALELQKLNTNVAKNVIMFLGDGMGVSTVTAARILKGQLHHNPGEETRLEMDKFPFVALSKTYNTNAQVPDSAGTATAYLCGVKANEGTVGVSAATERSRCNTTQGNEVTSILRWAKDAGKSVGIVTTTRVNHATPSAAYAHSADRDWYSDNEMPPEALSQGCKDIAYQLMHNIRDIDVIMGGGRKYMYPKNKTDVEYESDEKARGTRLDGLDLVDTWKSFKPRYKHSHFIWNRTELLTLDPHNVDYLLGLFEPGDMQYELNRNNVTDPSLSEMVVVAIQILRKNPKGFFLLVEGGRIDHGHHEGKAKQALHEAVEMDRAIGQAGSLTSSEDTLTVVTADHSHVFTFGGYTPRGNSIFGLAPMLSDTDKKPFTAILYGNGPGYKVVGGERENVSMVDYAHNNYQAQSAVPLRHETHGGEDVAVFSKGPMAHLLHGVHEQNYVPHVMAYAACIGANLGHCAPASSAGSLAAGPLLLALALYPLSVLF
bIAP act: bovine intestinal alkaline phosphatase activators, primary screen, biochemical, bovine IAP, CDP-star luminescence | AID 1016, 2008 | activation factor at 20 µM | 200,000 compounds, 0.17% hits | alkaline phosphatase, intestinal [Bos taurus] | purified bovine IAP, 30 min; active compounds read high; fold of DMSO-control signal, blank-subtracted;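 active = activation factor of 2 or more at 20 µM, a signal rise over negative controls twice the positive control's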
TR-FRET SRC-2 ct: TR-FRET signal artefacts, primary screen, artefact control for PPARgamma SRC-2 agonist project, biochemical; 200,000 compounds, 0.4% hits; TR-FRET artefact counter-screen; active compounds read high; AID 1049, 2008; TR-FRET ratio at 8 µM; in the data active = TR-FRET ratio above about 2000; also: inactives centre near 1500
PPARg SRC1 recr: PPARgamma agonists recruiting SRC-1 coactivator, primary screen, biochemical. PPARgamma-SRC-1 coactivator recruitment biochemical assay. Peroxisome proliferator-activated receptor gamma (Homo sapiens), P37231. AID 631, 2007. 200,000 compounds, 0.41% hits. activation, % at 8 µM; in the data active = activation above about 19%;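 also: 0% = DMSO and 100% = reference agonist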
Target sequence (P37231 whole entry, looked up): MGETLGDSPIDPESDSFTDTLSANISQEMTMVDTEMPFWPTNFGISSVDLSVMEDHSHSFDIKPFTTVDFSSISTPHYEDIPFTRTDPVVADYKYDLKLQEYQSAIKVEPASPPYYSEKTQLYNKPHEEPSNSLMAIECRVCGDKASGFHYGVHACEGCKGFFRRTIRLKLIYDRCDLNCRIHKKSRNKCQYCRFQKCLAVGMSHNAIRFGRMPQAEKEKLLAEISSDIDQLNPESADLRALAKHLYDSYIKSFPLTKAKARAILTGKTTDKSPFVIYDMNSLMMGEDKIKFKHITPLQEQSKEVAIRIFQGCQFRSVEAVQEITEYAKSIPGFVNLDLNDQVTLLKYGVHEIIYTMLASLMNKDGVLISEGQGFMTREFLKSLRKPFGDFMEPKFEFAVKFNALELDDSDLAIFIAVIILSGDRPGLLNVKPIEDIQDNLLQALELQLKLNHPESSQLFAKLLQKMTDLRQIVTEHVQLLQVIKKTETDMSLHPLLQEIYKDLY
bIAP inhibitor: bovine intestinal alkaline phosphatase inhibitors, primary screen, selectivity assay for TNAP inhibitor project, biochemical, bovine IAP, CDP-star luminescence. purified bovine IAP, 30 min. inhibition, % at 20 µM. 190,000 tested, under 10 active;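 active = over 50% inhibition of intestinal alkaline phosphatase at 20 µM in the single-dose screen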
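System: purified bovine intestinal alkaline phosphatase (IAP) enzyme; Input: IAP diluted 1/65,000,000 in the well; Measured by: CDP-star luminescence signal; Compound dosing: 20 µM single dose; Incubation: 30 min reaction at room temperature.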
PPARg SRC3 recr: PPARgamma agonists recruiting SRC-3 coactivator, primary screen, biochemical. Peroxisome proliferator-activated receptor gamma (Homo sapiens), P37231. biochemical PPARgamma/SRC-3 coactivator recruitment assay. activation, % at 8 µM. 200,000 compounds, 0.26% hits; in the data active = activation above about 23%;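 also: 0% = DMSO and 100% = reference agonist; some compounds past the cut are filed as inactive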
TNAP inh hiacc: human TNAP enzyme inhibitors, primary screen, biochemical, luminescent, high phosphate acceptor level, uHTS | purified TNAP, CDP-star luminescence, 1 M DEA | inhibition, % at 20 µM | 200,000 compounds, 0.03% hits | AID 1135, 2008;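 active = over 50% inhibition of tissue-nonspecific alkaline phosphatase at 20 µM in the single-dose screen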;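 also: plate controls were DMSO wells for no effect and EDTA-quenched wells as full inhibition for full effect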
TNAP act hiacc: TNAP activators at high phosphate acceptor level, primary screen, biochemical, luminescence, uHTS | Alkaline phosphatase, tissue-nonspecific isozyme (Homo sapiens), P05186 | purified TNAP, CDP-star luminescence, 1 M DEA, 30 min; active compounds read high; 0 = EDTA background, 1 = DMSO-only activity | activation factor at 20 µM | 200,000 tested, under 10 active | AID 1136, 2008;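 active = activation factor at least 2 at 20 µM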
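Dosing: 20 µM single point. System: human TNAP. Amount: TNAP 1/800 final. Incubation: 30 min, room temperature. Read-out: TNAP activation factor scaled between EDTA and DMSO control wells. Signal: luminescence from CDP-star hydrolysis. Medium: 1 M DEA, pH 9.8, Mg2+, Zn2+. Control set: EDTA negative control, DMSO positive control.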
Efa HMGR inh: inhibitors of E. faecalis class II HMGR, primary screen, biochemical, Enterococcus faecalis. HMG-CoA reductase (Enterococcus faecalis, mvaE). purified E. faecalis HMGR, NADPH absorbance 340 nm kinetic. inhibition, % at 10 µM. 190,000 compounds, 0.41% hits. AID 1066, 2008;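 active = inhibition above a set limit, the median over all tested compounds plus 3 SD, cut at about 9.5% in these data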;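 also: enzyme runs in reverse so mevalonate oxidation gives rising NADPH absorbance; 0% = complete reaction with DMSO and 100% = background rate lacking mevalonate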
PPARg SRC2 recr: agonists of PPARg-SRC-2 recruitment, primary screen, biochemical, HTS | PPARgamma LBD-SRC-2 recruitment | 200,000 compounds, 0.34% hits | activation, % at 8 µM | Peroxisome proliferator-activated receptor gamma (Homo sapiens), P37231; in the data active = activation above about 22%;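 also: 0% = vehicle and 100% = reference agonist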
Active calls of the source: *; nt = not tested or not shown. Hits appear at their usual frequency. Share with any hit: about 1.6%.

SMILES	TNAP inh noacc	bIAP act	TR-FRET SRC-2 ct	PPARg SRC1 recr	bIAP inhibitor	PPARg SRC3 recr	TNAP inh hiacc	TNAP act hiacc	Efa HMGR inh	PPARg SRC2 recr
O=C(COC(=O)c1ccc([N+](=O)[O-])s1)NCc1ccc(F)cc1	-8.9	0.9	1512	-3.3	6.6	0.7	0.1	1	-5.4	3.7
COc1ccc(OC)c(-n2c(C)ccc2-c2ccc(S(C)(=O)=O)cc2)c1	-1.7	1.1	1585	4.3	-5.0	3.7	-0.7	1	2.5	-0.8
O=C(NC(NC1CCS(=O)(=O)C1)C(Cl)(Cl)Cl)c1cccc(Cl)c1 (stereo not drawn)	-3.6	1	1703	-6.6	-2.3	9.6	4.0	1	-3.4	-2.6
Cc1cccc(-c2nnc(-c3ccc(N)cc3)o2)c1	-5.3	0.8	1477	-5.7	16.1	-3.0	-0.5	1	-1.4	-0.3
Cc1cc(C)c(NC(=O)Cc2ccc(-n3cccc3)cc2)c(C)c1	-6.0	0.9	1497	-5.8	14.7	-2.7	0.1	1	0.2	-7.3
CCOC(=O)c1c(NC(=O)Cn2nc(C(F)(F)F)cc2C)sc2c1CCC2	-14.9	1	1632	2.2	-4.1	6.5	0.1	1	-1.8	11.3
Cc1cc(O)ccc1NC(=O)c1ccccc1	-3.7	0.9	1654	2.1	6.1	-4.0	0.8	1	0.8	5.5
O=C(NCc1ccccc1)C1CCCN(S(=O)(=O)c2cccnc2)C1 (stereo not drawn)	-5.0	1	1729	5.1	-0.6	17.3	0.8	1	-8.1	0.2
COc1cc(C(=O)Nc2ccc3c(c2)OCO3)ccc1OCc1c(C)noc1C	-14.4	1	1869	4.6	0.3	9.6	1.4	1	-2.7	0.8
Cc1cc(C(=O)COc2ccc(-c3nnco3)cc2)c(C)n1Cc1ccccc1	-14.5	0.9	1797	1.0	10.7	4.2	-8.0	1.1	2.6	-0.4
CCN(CC)S(=O)(=O)c1cc(OC)c(C)cc1C	-1.2	1	1546	-5.3	-4.6	-0.8	0.3	1	-2.9	5.9
O=C(c1ccc(Cl)cc1)C1CCCN(Cc2cnn(-c3ccccc3)c2)C1 (stereo not drawn)	5.0	1	1486	4.8	2.6	1.2	-2.9	1	-4.9	-0.1
O=C(NCc1ccccn1)C1CCCN(S(=O)(=O)c2ccccc2)C1 (stereo not drawn)	-15.9	0.9	1462	3.2	6.7	2.4	-2.8	1	-4.4	-0.8
CCOC(=O)c1cnc(-n2nc(C)cc2C)nc1NC1CCCCC1	-2.6	1	1433	-1.9	1.9	-6.2	-1.9	1	-5.1	-1.5
O=S(=O)(c1ccc(F)c(F)c1F)N1CCN(C(=S)Nc2ccccc2)CC1	-15.9	1	1409	1.5	-4.8	0.8	-5.8	1.1	-3.2	-5.6
NNc1nc2sc3c(c2c(=O)[nH]1)CCc1ccccc1-3	14.4	0.8	1703	12.4	20.0	4.8	1.0	1	3.1	16.1
CC(C)OC(=O)C1C2C=CC3(CN(CC4CCCO4)C(=O)C13)O2 (stereo not drawn)	-14.2	0.9	1742	4.1	5.8	5.5	-3.9	1	1.5	6.1
Clc1ccc2c(Cl)c(-c3nnc(-c4ccccc4)o3)sc2c1	nt	nt	1407	-4.0	nt	3.8	nt	nt	nt	-14.1
COc1ccccc1N1CCN(C(=O)c2ccc(S(=O)(=O)N3CCCCCC3)cc2)CC1	-7.0	0.9	1705	5.8	10.6	4.5	-2.7	1	-0.2	12.6
COc1ccc(CN(CCO)CCO)cc1[N+](=O)[O-]	-9.5	0.9	1442	4.0	8.7	4.7	-3.9	1	-9.7	-4.7
O=C(NCc1ccccn1)C(=O)NN=C1CCCCCCCCCCC1	-41.3	1.1	1606	3.0	-8.0	-0.5	-6.0	1.1	0.5	3.9
CN1CCN(c2nc(-c3ccc(Br)cc3)nnc2-c2ccccc2)CC1	-4.9	1	1468	0.1	-3.2	15.2	-3.8	1	-3.3	8.6
Cc1c(NC(=O)c2ccc(Br)o2)cccc1C(=O)O	-16.5	0.9	1541	-3.2	9.0	-12.2	0.0	1	-8.1	-1.4
COc1ccc(NC(=S)N(CCc2nc3cc(C)c(C)cc3[nH]2)Cc2cccnc2)cc1	-7.2	1.2	1687	0.6	-22.7	8.4	-3.9	1	1.4	4.3
C/C(=N\O)C(=O)NCCN(C)C	-15.6	1	1473	0.3	-0.9	-3.4	-0.4	1	-0.5	-3.9
Cc1ccc(-n2nc(C(=O)O)c(O)cc2=O)cc1	-5.1	1.1	1650	5.1	-5.7	2.1	-2.5	1	-3.5	7.7
Cc1ccc(N(C(=O)c2csnn2)C(C(=O)NC(C)(C)C)c2cccnc2)cc1 (stereo not drawn)	-4.3	1.2	1648	1.9	-17.9	3.8	-4.4	1	-1.4	2.1
Cc1nonc1NCn1nnc2ccccc21	-4.2	0.9	1629	0.4	8.3	2.9	-1.6	1	-6.3	3.8
Cc1cc(=O)[nH]c(SCC(N)=O)c1C#N	-12.0	1	1712	9.3	2.5	15.6	-2.4	1	1.6	8.1
c1ccc(CN2CCC(=NNc3nc4ccccc4[nH]3)CC2)cc1	-94.5	0.9	1583	10.2	11.9	4.9	-4.5	1	-0.3	15.4
COc1ccc(/C(N)=N/O)cc1O	-9.1	1.2	1608	4.0	-15.4	-0.2	-0.2	1	-3.9	-8.0
O=C(NC1CCCC1)c1cccc(Cl)c1	-8.4	1	1575	2.4	-4.3	0.7	-0.6	1	1.0	-1.8
N#Cc1c(-c2ccccc2F)cc(C2CC2)nc1SCC(=O)c1cccs1	-16.9	1	1629	-3.6	4.5	1.7	2.1	1	7.6	-0.8
Cc1ccc(C(=O)N2CC(=O)Nc3ccccc32)o1	-13.3	1	1561	6.0	3.9	6.7	-4.9	1	2.3	2.5
CCSc1ncnc2c1oc1ccccc12	-8.8	1	1594	3.4	3.9	-1.3	-2.6	1	0.1	1.6
CCCC(=O)n1nc(-c2cccnc2)nc1NCc1ccc(OC)cc1	13.5	1	1505	2.7	0.8	5.0	-3.2	1	2.9	0.3
Cn1c(CC(=O)Nc2ccccc2)nnc1SCCOc1ccccc1	-2.0	1.1	1722	6.6	-5.3	8.7	-1.3	1	-6.9	-1.9
CC(C)(C)NS(=O)(=O)c1ccc(NS(C)(=O)=O)cc1	-13.2	1	1686	-0.3	-2.3	7.1	-3.4	1	-8.3	3.4
CCCCOc1ccc(-c2nnn(CC(=O)NCCc3c[nH]c4ccccc34)n2)cc1	-8.5	0.7	1674	7.9	28.9	13.0	-0.4	1	2.0	1.5
Brc1ccc(OCc2cn3ccccc3n2)cc1	-11.9	0.9	1448	-4.4	6.1	2.4	-0.2	1	-4.8	7.0
O=C(c1cc([N+](=O)[O-])ccc1N1CCCCC1)N1CCCCC1	2.1	0.8	1407	-0.5	23.4	1.7	6.2	0.9	-1.8	-6.1
CCOc1ccccc1N1CCN(C(=O)Nc2cccc(Cl)c2)CC1	-4.9	1	1333	-7.3	2.6	-14.2	-4.0	1	0.6	3.8
O=C(CCc1nnc(CCCCc2ccccc2)o1)NCc1cc(F)ccc1F	-0.6	1.2	1548	10.9	-21.6	-5.0	-0.9	1	-1.5	5.9
Cc1cc(C)n(-c2nnc(C)n2/N=C/c2ccccc2O)n1	-5.5	0.9	1440	9.8	6.7	6.8	-0.3	1	-2.1	-0.1
CN(CC(=O)NCCc1ccccc1)S(=O)(=O)c1cnc[nH]1	-0.1	0.9	1505	1.3	5.2	-2.5	-0.1	1	-0.8	-0.6
CCOC(=O)Cn1c(CN2CCc3ccccc3C2)nc2c1c(=O)n(C)c(=O)n2C	-3.3	1	1752	3.3	3.1	2.6	-3.8	1	0.5	7.9
O=C(COC(=O)C1CCC(=O)N1)Nc1ccccc1Br (stereo not drawn)	-11.8	1.1	1629	-1.6	-12.7	9.8	-4.1	1	-6.2	2.1
CCOC(=O)c1sc2nc(CSc3ccccc3)nc(N3CCC(C(N)=O)CC3)c2c1C	8.2	1.1	1558	10.0	-6.6	1.8	4.3	1	-0.5	-0.4
Cc1ccc(S(=O)(=O)N2CCCOC2CNC(=O)C(=O)NCc2cccs2)cc1 (stereo not drawn)	-3.7	0.9	1469	3.6	5.2	4.5	-5.3	1.1	0.9	5.5
CC(=O)Nc1cc[n+](C(C)C(=O)c2ccc(Cl)cc2)cc1 (stereo not drawn)	-15.0	1	1527	4.3	4.0	-1.1	-4.5	1	-5.2	0.5

An excerpt of these results, with values under each structure.
Screens in order: TNAP inh noacc	bIAP act	TR-FRET SRC-2 ct	PPARg SRC1 recr	bIAP inhibitor	PPARg SRC3 recr	TNAP inh hiacc	TNAP act hiacc	Efa HMGR inh	PPARg SRC2 recr
Cc1ccc(S(=O)(=O)N2CCCOC2CNC(=O)C(=O)NCc2cccs2)cc1 (stereo not drawn)
  -3.7	0.9	1469	3.6	5.2	4.5	-5.3	1.1	0.9	5.5
CC(=O)Nc1cc[n+](C(C)C(=O)c2ccc(Cl)cc2)cc1 (stereo not drawn)
  -15.0	1	1527	4.3	4.0	-1.1	-4.5	1	-5.2	0.5

Going on with the list.
SMILES	TNAP inh noacc	bIAP act	TR-FRET SRC-2 ct	PPARg SRC1 recr	bIAP inhibitor	PPARg SRC3 recr	TNAP inh hiacc	TNAP act hiacc	Efa HMGR inh	PPARg SRC2 recr
COc1cc(C(=O)N2CCN(c3cccc(C)c3C)CC2)cc(OC)c1OC	-9.6	0.9	1435	0.5	13.8	2.9	-1.1	1	1.0	8.2
Cc1ccc(S(=O)(=O)N2C(=O)CCC2C(=O)Nc2ccc3c(c2)OCCO3)cc1 (stereo not drawn)	-11.9	1	1601	-1.2	-1.2	-0.1	-3.5	1	-1.0	3.0
O=C(CNC(=O)c1ccccc1)Nc1ccsc1C(=O)O	-8.7	1.2	1468	2.3	-16.3	3.8	-4.8	1	0.8	1.0
CCn1cc(C(=O)NCCCOC(C)C)c2cc(OC)c(OC)cc2c1=O	-4.2	1	1512	-1.6	-1.6	3.3	-3.0	1	-3.0	5.7
CCOC(=O)c1cnc2ccc(C(=O)OC)cc2c1NCCc1ccc(OC)c(OC)c1	-6.3	0.8	1493	-3.5	15.3	-1.2	3.2	1	-3.4	2.5
CCOC(=O)c1cnc2nc(N3CCOCC3)nn2c1N	-8.8	1.1	1345	4.3	-8.9	3.6	-1.2	1	-2.6	-3.5
Cc1ccc2cc(CN(Cc3ccc(F)cc3)Cc3nnnn3C3CCCC3)c(=O)[nH]c2c1	1.1	1.1	1220	1.7	-11.7	-9.0	5.6	0.9	4.2	-7.6
